# CRFBP-R2 block: blocks CRF-induced signaling of the CRF-BP/CRF-R2 complex. 350,000 compounds, 0.59% hits. HEK293 CRF-R2/CRF-BP, CRF-induced calcium fluorescence. inhibition, % at 11.8 µM;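 active means inhibition of the ligand-induced calcium signal above about 50% at the single tested concentration, limit read from the data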
# CHRM1 PAM: human CHRM1 positive allosteric modulation | 360,000 compounds, 0.088% hits | activation, % at 3 µM | AID 588819 | CHO-K1 hM1, Fluo-8 calcium fluorescence, ACh EC20; 0% = ACh EC20, 100% = maximal ACh; in the data active means activation above about 19%, passing the limit was not always enough
# CHRM5 PAM: CHRM5 positive allosteric modulation; P08912; CHO-K1 hM5, Fluo-8 calcium, ACh EC20 PAM; 0% = ACh EC20, 100% = ACh EC100; activation, % at 3 µM; 360,000 compounds, 0.3% hits; AID 624038;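 active means activation above the run cutoff, the mean activation of all test compounds plus 3 SD, cut at about 18% in these data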
# Target sequence (P08912 whole entry, looked up): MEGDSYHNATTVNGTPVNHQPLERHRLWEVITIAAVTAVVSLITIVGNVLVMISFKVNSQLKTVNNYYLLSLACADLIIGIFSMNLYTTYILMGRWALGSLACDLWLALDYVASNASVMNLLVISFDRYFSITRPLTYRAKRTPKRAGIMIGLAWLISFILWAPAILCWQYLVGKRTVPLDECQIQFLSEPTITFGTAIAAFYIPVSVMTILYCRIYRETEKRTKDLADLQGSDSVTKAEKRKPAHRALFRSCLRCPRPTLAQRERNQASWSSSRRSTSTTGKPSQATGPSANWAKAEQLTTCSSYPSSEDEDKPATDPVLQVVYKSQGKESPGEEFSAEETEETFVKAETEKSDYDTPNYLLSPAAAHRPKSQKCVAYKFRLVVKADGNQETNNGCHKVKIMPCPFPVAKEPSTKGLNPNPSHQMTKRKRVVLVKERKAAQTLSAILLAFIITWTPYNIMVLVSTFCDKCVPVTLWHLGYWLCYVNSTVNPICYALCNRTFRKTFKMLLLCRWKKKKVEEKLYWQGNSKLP
#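 System – CHO-K1 hM5 cells · Compound – 3 µM, single dose · Incubation – compound preincubation 140 s before EC20 acetylcholine addition · Technique – Fluo-8 calcium fluorescence · Measure – Max/basal fluorescence ratio as % of EC20–EC100 ACh window · Benchmarks – low control EC20 acetylcholine (0%), high control EC100 acetylcholine (100%) · Replication – singlicate, one well per test compound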
# M4 PAM: CHRM4 positive allosteric modulation; P08173; 360,000 compounds, 0.4% hits; AID 624126; CHO-K1 hM4/Gqi5, Fluo-8 calcium fluorescence, ACh EC20; 0% = ACh EC20, 100% = maximal ACh; activation, % at 3 µM;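 active means activation above its plate's cutoff, the mean activation of sample wells plus 3 SD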; further: some results filed as inactive read as strong as hits
# CHRM5 agonist: CHRM5 agonism in calcium assay. CHO-K1 hM5 cells, Fluo-8 calcium fluorescence; 0% DMSO wells, 100% maximal acetylcholine response. P08912. AID 624037. 360,000 compounds, 0.19% hits. activation, % at 3 µM;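 active means activation above the run's mean over test compounds plus 3 SD, cut at about 23% in these data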;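 further: signal is peak over basal fluorescence ratio across the kinetic read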
# CHRM5 antagonist: antagonists of human muscarinic M5 receptor (CHRM5). 360,000 compounds, 0.59% hits. AID 624040. inhibition, % at 3 µM. CHO-hM5 cells, Fluo-8 calcium fluorescence, ACh EC80. P08912;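 active means inhibition above a per-plate cutoff, the mean of that plate's test compounds plus 3 SD, cut at about 27% in these data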;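 further: 0% = acetylcholine EC80 with DMSO and 100% = DMSO without agonist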
# CHRM4 antagonist: antagonists of human muscarinic M4 receptor (CHRM4) | P08173 | CHO-hM4 cells, ACh EC80, Fluo-8 calcium fluorescence | inhibition, % at 3 µM | 360,000 compounds, 0.73% hits;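 active means inhibition above its plate's cutoff, the mean inhibition of sample wells plus 3 SD, cut at about 27% in these data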;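 further: 0% = acetylcholine EC80 with DMSO and 100% = DMSO without agonist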
# M4 ag: agonists of human muscarinic M4 receptor (CHRM4); P08173; CHO-K1 hM4/Gqi5, Fluo-8 calcium fluorescence; vehicle 0%, full acetylcholine response 100%; AID 624127; 360,000 compounds, 0.14% hits; activation, % at 3 µM;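 active means activation above the run mean over all test wells plus 3 SD, cut at about 32% in these data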;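 further: peak over basal fluorescence ratio per well then scaled between controls; 0% = DMSO wells and 100% = acetylcholine at EC100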
# CRFBP-R2 agonist: CRF-BP/CRF-R2 complex agonism. AID 588473. HEK293 CRF-R2/CRF-BP, calcium dye fluorescence (FLIPR); percent of saturating CRF peptide response. 350,000 compounds, 0.46% hits. activation, % at 13.2 µM;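 active means activation of at least 50%, plus an integration ratio under a set limit after plate pattern correction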;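 further: plate controls were neutral control wells without compound for no effect and CRF at EC100 for full effect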
# * marks the source's active call; other numbers are inactive results; nt = no result given. The order is random. Share with any hit: about 2.6%.
SMILES,CRFBP-R2 block,CHRM1 PAM,CHRM5 PAM,M4 PAM,CHRM5 agonist,CHRM5 antagonist,CHRM4 antagonist,M4 ag,CRFBP-R2 agonist
Cc1ccc(C)c(S(=O)(=O)N2CCN(CC(=O)Nc3sccc3C#N)CC2)c1,6,1,-10,-6,-2,1,-15,10,0.2
N#C/C(=C\N1CCOCC1)C(N)=O,-2,0,0,-6,3,1,8,0,0.1
O=C(NC1CC1)C1CC(=O)N(C2CCCCC2)C1 (configuration not stated),-2,6,-2,4,2,0,8,0,0.5
O=C1Nc2ccc(Br)cc2C1=Nc1cccnc1,0,11,-1,-7,4,1,0,1,0.5
COCC(=O)N/N=C/c1ccc(Sc2nc3ccccc3s2)o1,-2,4,-3,-6,-2,1,7,2,-0.1
O=C(Nc1nccs1)c1c(O)c2c([nH]c1=O)CCCC2,-9,0,-9,7,-3,2,-10,1,-1.2
O=C(O)CCCN1C(=O)c2ccc(Oc3cccc([N+](=O)[O-])c3)cc2C1=O,3,5,-8,4,-1,2,-5,0,-1.0
COc1cc(/C=C\C(=O)NCc2ccc3c(c2)cc(C)n3C)cc(OC)c1OC,-8,8,1,9,0,-2,4,1,20
CC1(C(=O)NCCCN2CCOCC2)Oc2cccnc2NC1=O (configuration not stated),-19,-17,4,-2,-15,10,0,1,1.0
O=C(NCCNC(=O)c1ccco1)c1ccc(F)cc1,-1,5,-6,6,6,13,-8,3,-2.1
CCOc1ccc2nc(COC(=O)c3cccs3)c(C(C)=O)[n+]([O-])c2c1,17,0,1,-8,4,-3,1,3,0.6
CNC(=O)/C(C#N)=C\c1ccc(CNS(=O)(=O)c2ccccc2)o1,-1,4,-6,1,-1,2,-2,1,-0.5
COc1ccc(OC)c(NC(=O)CSc2nnc(Cn3c(=O)sc4ccccc43)n2C)c1,11,-4,-8,-6,0,1,6,2,-0.8
CC1(C)N=C(N)NC(Nc2ccccc2Cl)=N1,-14,16,-5,-6,-3,1,10,0,1.2
Cc1c(C(=O)N2CCCCC2)c(S(=O)(=O)N2CCC(C)CC2)c(C)n1C,0,-2,-4,-2,-4,12,-1,0,-0.2
COc1cccc(NC(=O)CN(c2ccc3c(c2)OCO3)S(C)(=O)=O)c1,3,3,3,-2,0,1,-8,1,-1.9
Cn1c(=O)[nH]c(=O)c2c1nc(NCCCO)n2CCOc1ccccc1,-6,-1,0,7,0,4,-13,0,-0.7
CCCCOc1ccc(-c2nc(SCC(N)=O)n[nH]2)cc1,39,0,-10,2,2,15,-3,1,-0.7
CCc1c(C)nc(SCC(=O)c2cccs2)c(C#N)c1C,-17,-1,-5,80*,1,1,39*,6,2.6
CCc1cccc(C)c1NC(=O)CN(C)Cc1ccc(Br)cc1,16,5,4,-3,0,3,-1,0,-0.4
COc1ccccc1N(C)S(=O)(=O)c1ccc(C(=O)Nc2cc(OC)c(OC)c(OC)c2)cc1,1,-6,-15,-6,6,8,-11,14,0.5
CCC(C)NC(=O)c1cnc2n(c1=O)CCS2 (configuration not stated),8,1,2,5,0,0,0,0,-0.7
CNC(=O)c1ccccc1S(=O)(=O)c1ccccc1C#N,3,-3,-4,0,0,7,-1,0,0.8
COc1ccc(CCNC(=O)C(=O)NCC2OCCN2S(=O)(=O)c2ccc3c(c2)OCCO3)cc1OC (configuration not stated),8,-3,-8,-1,2,4,-6,15,-0.5
COCCNc1nnc(SCC(=O)c2c[nH]c3ccccc23)s1,-4,9,-3,6,3,3,0,3,0.7

# Whole records as entered above. Values in the order: CRFBP-R2 block, CHRM1 PAM, CHRM5 PAM, M4 PAM, CHRM5 agonist, CHRM5 antagonist, CHRM4 antagonist, M4 ag, CRFBP-R2 agonist
# CCc1c(C)nc(SCC(=O)c2cccs2)c(C#N)c1C as listed: -17, -1, -5, 80*, 1, 1, 39*, 6, 2.6
# O=C(NC1CC1)C1CC(=O)N(C2CCCCC2)C1 (configuration not stated) as listed: -2, 6, -2, 4, 2, 0, 8, 0, 0.5
# N#C/C(=C\N1CCOCC1)C(N)=O as listed: -2, 0, 0, -6, 3, 1, 8, 0, 0.1

# Returning to the listing, repeating the 3 entries before the break.
SMILES,CRFBP-R2 block,CHRM1 PAM,CHRM5 PAM,M4 PAM,CHRM5 agonist,CHRM5 antagonist,CHRM4 antagonist,M4 ag,CRFBP-R2 agonist
CNC(=O)c1ccccc1S(=O)(=O)c1ccccc1C#N,3,-3,-4,0,0,7,-1,0,0.8
COc1ccc(CCNC(=O)C(=O)NCC2OCCN2S(=O)(=O)c2ccc3c(c2)OCCO3)cc1OC (configuration not stated),8,-3,-8,-1,2,4,-6,15,-0.5
COCCNc1nnc(SCC(=O)c2c[nH]c3ccccc23)s1,-4,9,-3,6,3,3,0,3,0.7
O=C(NCC(c1cccs1)N1CCOCC1)c1cc2ccccc2o1 (configuration not stated),-6,5,-2,4,-2,6,5,2,-1.4
COc1ccc(CNC(=O)C2CCN(C(=O)c3ccccc3)CC2)cc1,-7,9,6,6,-3,-8,5,1,-0.3
CCC(=O)Nc1ccc(C(=O)OCC(=O)c2cccs2)cc1,0,-1,-7,5,-1,8,-1,3,-0.8
O=C(NCc1ccc2c(c1)OCO2)c1c(F)c(F)c(F)c(F)c1F,61*,5,-1,9,-12,-1,-2,0,-1.8
O=c1oc2ccc(Cl)cc2cc1-c1ccccc1,-8,4,-5,-10,1,5,-6,4,-0.1
C(=C\c1ccccc1)/CN1CCN(C(c2cc3ccccc3o2)c2nnnn2-c2ccc3c(c2)OCCO3)CC1 (configuration not stated),nt,-25,-23,-10,-4,42*,13,1,nt
CCOC(=O)c1cc(C(=O)OCC)c2ccccn2c1=O,15,6,6,14,-4,15,-2,-1,0.8
CCOC(=O)c1ccc(N2CCCCC2)c(NS(=O)(=O)c2cccc(C(F)(F)F)c2)c1,-4,-6,-3,-12,-4,4,12,-2,0.6
Nc1ncnc2c1ncn2[C@@H]1O[C@H](CNCc2ccc(-c3cc(C(F)(F)F)ccc3Cl)o2)[C@@H](O)[C@H]1O,4,-3,3,1,2,0,-7,0,-1.8
c1cncc(CNc2ccc3c(c2)OCO3)c1,6,8,3,16,-4,4,2,8,-1.2
Cc1cnc(C(=O)OCC(=O)Nc2ccc3c(c2)OCCO3)cn1,7,4,-6,-2,1,3,6,0,0.2
Cc1ccc2nc(-c3ccccc3N)[nH]c2c1,-7,7,-8,-6,-3,7,0,2,-1.0
CCn1c(SCC(=O)Nc2ccc(OC)c(OC)c2)nnc1-c1c[nH]c2ccccc12,-1,1,-1,3,3,1,0,2,-1.5
COc1ccc(N2CCN(C(=O)Cc3csc(NC(=O)Nc4ccccc4OC)n3)CC2)cc1,-3,-8,-17,-11,3,16,7,24,-0.5
Cc1ccc(C2=NN(C(=O)c3ccccc3F)C(c3ccccc3F)C2)cc1 (configuration not stated),20,0,-5,-4,-4,5,-10,-1,4.8
O=C(Cc1ccccc1)NCC(=O)Nc1cccc(Cl)c1,11,8,-5,4,-1,10,-12,2,-0.9
COCCCNC(=O)CN1C(=O)CSc2ncccc21,9,8,2,7,0,-2,-7,0,0.8
Cc1ccc(S(=O)(=O)NCC(=O)N(CC(=O)NCC2CCCO2)C2CCCC2)cc1 (configuration not stated),21,4,0,5,-3,-4,-5,1,-1.8
Brc1cnc2nc(SC/C=C/c3ccccc3)[nH]c2c1,-1,7,2,-4,1,3,7,0,0.1
Cc1sc2nc(SCC(=O)Nc3ccccc3F)[nH]c(=O)c2c1C,4,7,-6,-2,-2,9,-2,1,0.3
CCCc1cc(=O)n2[nH]c(-c3ccco3)nc2n1,2,2,-3,20,-1,-2,-20,0,-2.2
O=C(/C=C/c1cccc([N+](=O)[O-])c1)Nc1ccc(Cl)cn1,-15,10,-6,1,3,1,1,1,1.6
CCCCn1c(N)c(N(CCOC)C(=O)c2ccc3c(c2)C(=O)N(c2ccccc2Cl)C3=O)c(=O)[nH]c1=O,4,19,11,7,1,-3,-3,1,-2.0
OC1CCN(c2c3c(nc4cc(-c5ccc(F)cc5)nn24)CCC3)CC1,-6,-2,-40,-7,-5,-7,-8,9,0.3
O=C(C(=O)N1CCC(Cc2ccccc2)CC1)c1cccc(Br)c1,nt,nt,-11,-8,-2,13,7,1,nt

# Later entries.
SMILES,CRFBP-R2 block,CHRM1 PAM,CHRM5 PAM,M4 PAM,CHRM5 agonist,CHRM5 antagonist,CHRM4 antagonist,M4 ag,CRFBP-R2 agonist
CC(C)OP(=O)(CCP(=O)(OC(C)C)OC(C)C)OC(C)C,-9,7,11,-3,6,-7,-9,0,0.3
C=CCN(C)CC/C=C1\c2ccccc2CSc2ccccc21,-20,-20,-43,-17,-14,62*,52*,3,1.0
CCCNC(=O)CSc1nc2[nH]ncc2c(=O)[nH]1,-4,-2,-5,-1,-1,-8,-2,0,-1.3
Clc1ccc2[nH]c3c(c2c1)CCc1cn[nH]c1-3,0,2,-4,2,4,10,6,10,8.4
CC(C)n1c(C(O)c2ccc3c(c2)OCO3)nc2ccccc21 (configuration not stated),-2,10,-4,7,2,0,-2,8,0.9
C=CCNC(=O)[C@@H]1CSC2c3ccc(OC)c(OC)c3C(=O)N21 (some centres not stated),27,7,1,9,-1,8,3,0,-1.5
COC(=O)C1=C(C)N(C(C)C)C(=O)C1(NC(=O)C1CCCCC1)C(F)(F)F (configuration not stated),2,2,6,-4,1,-6,3,0,-0.4
COc1cccc(CNc2nc3cc(-c4csc5ccccc45)sc3c(=O)n2C)c1,nt,-3,-4,1,0,2,-4,nt,nt

# Screening data from PubChem.
